CDK5 inh: blocks human CDK5/p35 kinase activity; Q00535+Q15078; Recombinant CDK5/p35, ADP-Glo luminescence, 60 min; inhibition, % at 10 µM; 330,000 tested, 0.01% active;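 active = highest replicate inhibition of at least 50% and at least 75% of replicates reaching 50%; inconclusive = only one of the two criteria met; inactive = both criteria failed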;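 note: plate controls were DMSO neutral control for no effect and GW8510 at 10 µM for full effect; many of its hits are not listed in these tables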
NSD2 HMT inh: blocks human histone methyltransferase NSD2. NSD2 peptide methylation, AlphaScreen, 120 min. inhibition, % at 12.5 µM. 310,000 tested, 0.54% active; in the data active = inhibition above about 50%
MITF TRPM1 HTS: activators of MITF-driven TRPM1 promoter activity in SK-MEL-5 cells. activation, % at 12.5 µM. SK-MEL-5 TRPM1-promoter luciferase, 24 h; % of positive control, neutral wells = 0. 300,000 tested, 0.75% active;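 active = mean activation of at least 80% with every replicate also reaching 80%; inconclusive = mean reaches 80% but some replicate falls short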;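 note: 0% = neutral control wells and 100% = parthenolide positive control wells; values of inactives mirror those of a sister screen read the other way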
PvdQ acylase: P. aeruginosa PvdQ acylase inhibition; purified PvdQ acylase, fluorescence plate reader; inhibition, % at 10 µM; 340,000 tested, 0.063% active; in the data active = inhibition above about 30%, passing the limit was not always enough; inconclusive = no clear call, values can overlap the other calls;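 note: 0% = vehicle neutral wells and 100% = reference inhibitor wells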
SR-BI DiI inh: inhibitors of mouse SR-BI mediated HDL lipid uptake; ldlA[mSR-BI] CHO cells, DiI-HDL uptake fluorescence, 3 h; Q61009; inhibition, % at 12.5 µM; 320,000 tested, 0.96% active;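 active = mean replicate inhibition of at least 70% and a set share of replicates each scoring 70 or more; inconclusive = meets just one of the two criteria; inactive = fails both criteria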;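 note: 0% = median of neutral control wells and 100% = median of positive control wells; values of inactives mirror those of a sister screen read the other way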
Target sequence (Q61009 whole entry, looked up): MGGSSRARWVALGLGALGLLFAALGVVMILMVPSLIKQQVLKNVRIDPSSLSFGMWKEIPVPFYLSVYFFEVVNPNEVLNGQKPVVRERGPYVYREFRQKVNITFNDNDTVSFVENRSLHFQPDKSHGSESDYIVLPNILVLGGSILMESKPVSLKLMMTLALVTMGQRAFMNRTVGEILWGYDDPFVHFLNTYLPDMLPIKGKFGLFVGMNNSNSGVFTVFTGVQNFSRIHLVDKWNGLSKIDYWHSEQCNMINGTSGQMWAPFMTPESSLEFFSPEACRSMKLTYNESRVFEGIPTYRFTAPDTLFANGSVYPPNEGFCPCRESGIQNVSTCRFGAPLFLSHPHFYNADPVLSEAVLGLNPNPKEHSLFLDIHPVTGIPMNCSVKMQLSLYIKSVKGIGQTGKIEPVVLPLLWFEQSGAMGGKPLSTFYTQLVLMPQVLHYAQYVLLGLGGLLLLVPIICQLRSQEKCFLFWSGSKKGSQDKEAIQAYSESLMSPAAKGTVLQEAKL
Wnt act: activators of Wnt/beta-catenin signaling; activation, % at 9.35 µM; Wnt/beta-catenin reporter cell assay, activator, plate reader; 300,000 tested, 1.2% active; AID 743398; in the data active = activation above about 30%, passing the limit was not always enough; inconclusive = no clear call, values can overlap the other calls;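 note: 0% = neutral control wells and 100% = positive control wells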
HTR5A ag: activates human HTR5A in OPRM1-OPRD1 agonist counter-screen | HTR5A agonist assay, luminescence, cell-based | activation, % at 9.3 µM | 340,000 tested, 0.61% active; in the data active = activation mostly above about 9.5%, no sharp cut-off; inactive = mostly below about 7.6%;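 note: 0% = cells with vehicle only and 100% = reference agonist; strong numbers were not always called active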
Target sequence (P47898 whole entry, looked up): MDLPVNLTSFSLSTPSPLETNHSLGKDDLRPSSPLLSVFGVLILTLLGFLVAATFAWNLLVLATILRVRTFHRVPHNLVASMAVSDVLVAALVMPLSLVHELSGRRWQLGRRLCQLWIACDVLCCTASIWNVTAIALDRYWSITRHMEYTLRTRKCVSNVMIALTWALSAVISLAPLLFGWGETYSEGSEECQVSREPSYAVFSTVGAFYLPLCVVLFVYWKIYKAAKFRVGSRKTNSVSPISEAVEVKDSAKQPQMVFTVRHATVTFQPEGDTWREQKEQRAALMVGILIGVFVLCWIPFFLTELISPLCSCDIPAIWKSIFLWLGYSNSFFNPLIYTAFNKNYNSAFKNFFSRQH
HTR5A inv ctr: HTR5A inverse agonism, opioid heterodimer counter-screen; inhibition, % at 9.3 µM; HTR5A cell line, luminescence; 340,000 tested, 0.083% active; P47898; in the data active = inhibition mostly above about 23%, no sharp cut-off; inactive = mostly below about 18%;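 note: 0% = cells with DMSO and 100% = no-cell wells with DMSO; some compounds called inactive have numbers as strong as hits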
V-ATPase pH: regulators of yeast V-ATPase proton transport; response, % at 10 µM; 350,000 tested, 0.37% active; S. cerevisiae, pHLuorin cytosolic pH fluorescence; in the data active = response mostly above about 7.3%, no sharp cut-off; inactive = mostly below about 5.4%; note: actives read high; inactives centre near 0; some compounds called inactive have numbers as strong as hits; reference of the scale not given here
dFosB activator: mouse delta FosB homodimer activation | P13346 | purified delta FosB, TAMRA-CDK5 oligo fluorescence polarization; percent of positive-control signal above neutral wells | activation, % at 25 µM | 340,000 tested, 0.99% active | AID 493131;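 active = mean activation above about 17%, with every replicate also reaching it, limit read from the data, passing the limit was not always enough; inconclusive = only one of the two conditions met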;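 note: fluorescence polarization rise as delta FosB binds a TAMRA Cdk5 AP-1 oligo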
Numbers without * were called inactive; ? = inconclusive; . = no result given. An unsorted share of the library; about 5% have a hit in one of these screens.

cpd	SMILES	SR-BI DiI inh	HTR5A inv ctr	dFosB activator	CDK5 inh	PvdQ acylase	MITF TRPM1 HTS	HTR5A ag	V-ATPase pH	NSD2 HMT inh	Wnt act
1	CC(=O)Oc1ccc(N2C(=O)C3C(C2=O)C2C=CC3C23CC3)cc1[N+](=O)[O-] (centres undefined)	-5	3	4	-1.7	-7	-8	-1	-1	5	-1
2	Cc1ccccc1N(C=O)c1ccccc1C	13	-1	-3	-0.1	16	13	0	2	1	-3
3	O=C1CC2(CCN(C(=O)COc3ccccc3)CC2)Oc2ccccc21	6	11	-7	0.2	-16	3	-4	3	-2	-3
4	CC(=O)N1CCCN(Cc2cn(-c3cccc(C)c3)nc2-c2cccc(F)c2)CC1	28	17	-12	1.7	5	3	5	-5	.	1
5	O=C(O)C1OC(C(=O)O)C(C(=O)O)C1C(=O)O (centres undefined)	-6	-7	-3	0.3	8	-6	2	-5	9	-4
6	COc1ccc(-c2nn3c(-c4cccc(C)c4)nnc3s2)cc1OC	49	-39	-13	1.3	11	11	1	-4	0	.
7	Cc1ccccc1NC(=O)Cc1nc(COC(=O)c2cc(Br)ccc2O)cs1	-8	3	?	-2.5	-14	-5	-1	-2	1	1
8	CC(C)n1c(=O)[nH]c2ccccc21	-23	17	2	1.8	-17	-8	0	-3	-3	1
9	O=C1OCc2cc(NS(=O)(=O)c3cccs3)ccc21	-4	-4	-4	-2.7	-25	-6	1	-2	-4	4
10	O=C(Nc1ccccc1)C1CC(=O)N(C2CCCCC2)C1 (centres undefined)	0	12	-3	0.6	18	-10	-4	2	0	.
11	Cc1nc(C(=O)NC(C)C)nn1-c1cc(Cl)cc(Cl)c1	18	9	-1	3.0	-8	18	-3	-9	0	-2
12	COC(=O)c1cc(Br)ccc1-c1ccc(/C=N/n2nnnc2N)o1	49	-6	-6	-0.7	-3	-32	4	-4	1	-7
13	CCc1ccc(C)[n+](CC(=O)c2cccs2)c1	-13	9	-1	0.4	9	.	-2	-6	10	1
14	COc1ccc(-c2cc(C(=O)N(C)Cc3ccc(OC)c(OC)c3OC)c3ccccc3n2)cc1OC	53	-4	-11	1.3	-6	-8	6	-1	-4	-2
15	S=C(NCc1ccco1)N/N=C/c1ccccc1Cl	-21	-28	0	-0.2	-10	-18	-1	-5	3	9
16	O=C(COc1ccccc1)NCC(=O)N/N=C/c1ccc(Br)cc1	-16	-9	-4	-0.8	-8	3	2	1	4	1
17	CCC1CCc2c(sc(NC(=O)C3CC=CCC3C(=O)O)c2C#N)C1 (centres undefined)	6	-9	-2	1.0	6	-8	3	0	.	0
18	O=C(c1cccs1)N(Cc1cccc(Cl)c1)C1CCS(=O)(=O)C1 (centres undefined)	-18	-5	-3	0.9	-12	5	2	0	-3	.
19	Cn1ccnc1CN1CCN(C(=O)c2cc(COc3ccc(F)c(F)c3)on2)CC1	-6	18	6	-0.7	9	1	-2	-5	3	-2
20	CC1(C)SCC(C(=O)O)N1C=O (centres undefined)	-12	1	-2	-0.1	-10	-1	-3	2	-1	.
21	O=C(NC1CCCCC1)c1cc(S(=O)(=O)N2CCOCC2)c(Cl)cc1Cl	.	-18	7	-1.8	10	-11	6	-3	-3	1
22	CCN=C1SC(CC(=O)Nc2sc3c(c2C#N)CCCC3)C(=O)N1CC (centres undefined)	?	-1	3	-1.5	-17	5	0	0	-1	.
23	CNC(=O)C(=O)NCC1OCCN1S(=O)(=O)c1ccc(OC)c(OC)c1 (centres undefined)	-11	-23	-7	1.1	-12	-10	4	3	-1	3
24	COc1cc(OC)nc(NC(=O)COC(=O)C2CCCCC2)n1	-27	-24	6	1.9	-12	.	3	-1	-6	-3
25	Cc1cc(C)n(CCCNC(=O)COc2ccc([N+](=O)[O-])cc2)n1	2	-11	-7	1.5	10	0	4	-3	1	-2
26	CCN(CC)CCN(C)c1ccc(N2C(=O)C3CC=CCC3C2=O)cc1[N+](=O)[O-] (centres undefined)	-21	11	-1	1.1	-1	-4	-4	0	44	2
27	C=CCOC(=O)C1=C(C)NC(=O)NC1c1cn(-c2ccccc2)nc1-c1cccs1 (centres undefined)	-27	3	9	0.0	8	-12	-1	4	0	.
28	CCc1ccccc1N(CC(=O)NCc1ccc(OC)cc1)C(=O)CCC(=O)Nc1ccccn1	20	11	-8	0.6	-5	-2	-1	-5	6	-1
29	O=C1N(Cc2cccc(Cl)c2)C[C@@H]2C[C@@H](c3cccc4cccnc34)N3CCC[C@@]123	7	11	2	0.1	-6	-12	-4	0	1	-1
30	Cc1cc(Nc2nc3ccccc3nc2Cl)n(-c2ccccc2)n1	12	-31	-10	-1.8	-13	26	2	-4	-5	.

cpd	SMILES	SR-BI DiI inh	HTR5A inv ctr	dFosB activator	CDK5 inh	PvdQ acylase	MITF TRPM1 HTS	HTR5A ag	V-ATPase pH	NSD2 HMT inh	Wnt act
31	O=C(OC1CCOC1=O)C1CCN(S(=O)(=O)c2ccc(Cl)c(C(F)(F)F)c2)CC1 (centres undefined)	20	-8	2	1.9	10	-11	3	-3	0	1
32	CCOC(=O)CN1CC23C=CC(O2)C(C(=O)NC2CCCC2)C3C1=O (centres undefined)	-4	0	-3	-0.9	-6	2	0	-2	.	-1
33	COCCOC(=O)C1=C(C)NC(=S)NC1c1cccs1 (centres undefined)	15	-14	-5	0.0	-6	-1	6	-2	-3	0
34	O=C(NN1C(=O)/C(=C\c2ccc(O)c([N+](=O)[O-])c2)SC1=S)c1ccccc1Cl	.	16	-6	1.2	12	6	-3	1	.	5
35	CCOC(=O)c1cccc(NC(=O)CSc2nnc(-c3cccnc3)n2CC)c1	6	-1	-8	.	2	-5	-3	1	-2	-5
36	COc1cc2c(cc1OC)C(Cc1ccc(O)cc1)N(C)CC2 (centres undefined)	-34	-18	2	-0.1	1	3	0	3	-2	-2
37	COc1ccc(/C(C)=N/NC(=O)CNC(=O)c2cccs2)cc1OC	-25	-15	3	0.0	-10	2	0	-1	-2	-6
38	O=C(CCn1c(=S)oc2ccccc21)Nc1cccc(F)c1	4	-7	-1	1.6	-4	11	3	7	-2	0
39	COc1ccc(N2CCN(C(=O)c3ccc(S(=O)(=O)N4CCCC4)cc3)CC2)cc1	9	-25	-12	0.2	8	-1	0	-5	.	-3
40	Cc1cc(C)cc(OCC(=O)Nc2cccc(-c3nc4ncccc4o3)c2)c1	17	-9	-23	-0.6	-16	.	3	1	.	-3
41	Cc1occc1-c1nnc(SCC(=O)N2CCCC(C)C2)o1 (centres undefined)	-10	-53	-15	0.4	-3	13	-5	0	3	2
42	CCN1CCN(C(=O)C2CCN(S(=O)(=O)c3ccc4c(c3)NC(=O)C(C)S4)CC2)CC1 (centres undefined)	-18	23	-6	1.5	7	-5	0	-4	2	0
43	O=C(NCCc1ccccc1)C1CC(=O)N(CCc2ccccc2)C1 (centres undefined)	-9	0	-1	-1.2	3	-6	0	-3	-2	-1
44	CC(=O)c1ccc(OC(=O)c2nc(-c3ccccc3)oc2C)cc1	.	2	-6	0.9	2	-8	-1	0	1	-1
45	Cc1cc(Br)ccc1NC(=S)NCCc1ccccc1	64	-11	-12	-3.2	-13	7	-1	-3	0	2
46	COc1ccc([C@H]2CC(=O)C=C(c3cc(C)ccc3OC)C2)cc1	29	10	3	-0.7	-5	-19	-3	7	.	-15
47	COc1ccc(C(=O)N(C)Cc2ccon2)cc1OC1CCN(C(C)C)CC1	-6	16	-4	2.4	-15	10	0	1	6	-2
48	S=C(NCCc1ccccc1)N/N=C/c1cccc(Cl)c1Cl	-12	-7	-3	0.2	-5	-10	3	1	1	-1
49	CCc1ccc(C(=O)NN(C(=O)c2ccc(CC)cc2)C(C)(C)C)cc1	-1	6	0	-0.9	-11	1	2	4	-5	-2
50	CC1CCC(NC(=O)C2c3ccccc3C(=O)N2Cc2cccs2)CC1 (centres undefined)	-22	7	-5	-3.7	-2	-9	3	-4	-2	.
51	Cc1ccc(NC(=O)c2sc(=S)n(-c3cc(C)ccc3F)c2N)cc1	21	-7	.	0.7	-12	34	3	7	.	2
52	COc1cccc(NC(=O)Cn2c3ccc(OC)cc3c3nc4n(c(=O)c32)CCS4)c1	-4	5	10	-0.5	14	-13	-1	0	0	3
53	COc1ccc2nc(C)cc(NCc3cccc(C(F)(F)F)c3)c2c1	21	-2	?	0.5	-7	-68	7	1	5	-9
54	COc1ccc2oc(C(=O)OC(C)C(=O)N3C(C)CCCC3C)c(C)c2c1 (centres undefined)	15	-4	-14	-1.5	-11	17	1	-2	2	2
55	O=C(O)Cc1c[nH]c2cccc(O)c12	-3	-16	-12	-2.5	-4	.	9	0	.	-2
56	Cc1c(Cl)cccc1N=C1SCCN1C(=O)CN1C(=O)NC2(CCCC2)C1=O	-12	13	-12	-6.0	-13	4	-5	-6	2	-2
57	O=C1C=C(c2ccc3[nH]ccc3c2)C[C@@H](c2ccc(F)cc2)C1	29	3	-9	-1.3	-11	23	2	0	.	4
58	Cc1scc(C(=O)NNC(=S)NCC2CCCO2)c1-c1ccccc1 (centres undefined)	-9	4	6	0.5	-8	-7	5	-1	-1	0
59	COc1cccc2cc(C(=O)NCc3ccccc3Cl)c(=O)oc12	4	7	-5	-0.1	-15	?	-2	2	-2	16
60	CCC(C)(C)n1nnnc1C(C(C)C)N(CCCO)Cc1cc2cc(C)ccc2[nH]c1=O (centres undefined)	-21	-1	-8	0.9	-8	0	0	2	2	.

cpd	SMILES	SR-BI DiI inh	HTR5A inv ctr	dFosB activator	CDK5 inh	PvdQ acylase	MITF TRPM1 HTS	HTR5A ag	V-ATPase pH	NSD2 HMT inh	Wnt act
61	Cc1csc(NC(=O)c2cccc(Cn3nc(C)c(Br)c3C)c2)n1	56	-16	-6	-1.5	-12	4	1	-1	-2	0
62	O=C(COC(=O)c1c[nH]c2ccccc12)Nc1ccc([N+](=O)[O-])cc1	-7	25	-2	0.1	-14	-5	-10	0	1	-4
63	CCc1cccc(NC(=O)CCS(=O)(=O)c2cc3c(cc2C)NC(=O)CO3)c1	-10	5	-2	-1.4	11	.	3	2	.	-3
64	CC(C)C(OC(=O)c1cc2c(s1)CCCCC2)C(=O)NC(N)=O (centres undefined)	25	-4	26*	-2.2	12	3	2	-2	13	.
65	CC(=O)c1ccc(OCc2cc(C(=O)NC(C)c3cnn(C)c3)no2)cc1 (centres undefined)	15	-9	-7	-0.5	-13	29	3	6	-2	20
66	CCOc1ccc(NC(=O)CN(C)C(=O)c2ccc(C)c(S(=O)(=O)N3CCCCC3)c2)cc1OCC	30	-7	-19	0.6	-5	-10	0	7	2	0
67	CCCCNC(=S)N(CCCO)Cc1cc2cc3c(cc2[nH]c1=O)OCCO3	-12	-15	-4	-0.2	-4	7	0	-4	-3	1
68	Nc1nc2nonc2nc1N1CCCCC1	-15	-2	3	-2.1	-14	.	-4	0	-1	-3
69	CC(C)CC(=O)NC(NC(=O)CC(C)C)c1cccc([N+](=O)[O-])c1	5	-9	1	1.0	-17	-14	-3	-4	-4	-1
70	O=C1c2ccccc2C(=O)N1CCC(=O)N1CCCc2ccccc21	-3	2	-1	0.6	-4	17	-1	6	-3	.
71	COc1ccc([C@H]2CC(=O)C=C(c3ccc(Cl)c(C(F)(F)F)c3)C2)cc1	17	-15	0	-2.6	-20	11	5	6	.	-3
72	O=C(Nc1ccnn1C1CCN(CCCC2CCCC2)CC1)c1ccccc1	-4	-3	-1	1.0	-2	10	0	-6	11	2
